GluA2 TARP mod: GluA2-stargazin AMPA receptor complex modulation | HEK293 GluA2+stargazin, membrane potential dye (FDSS), glutamate EC50; hits were called plate by plate, in both directions | hit rate 3.5% among 40,000 | calls only at 30 µM;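 active = any of four per-well response measures lying three or more SD from its plate-wide compound average, in either direction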
Target sequence (O88602 whole entry, looked up): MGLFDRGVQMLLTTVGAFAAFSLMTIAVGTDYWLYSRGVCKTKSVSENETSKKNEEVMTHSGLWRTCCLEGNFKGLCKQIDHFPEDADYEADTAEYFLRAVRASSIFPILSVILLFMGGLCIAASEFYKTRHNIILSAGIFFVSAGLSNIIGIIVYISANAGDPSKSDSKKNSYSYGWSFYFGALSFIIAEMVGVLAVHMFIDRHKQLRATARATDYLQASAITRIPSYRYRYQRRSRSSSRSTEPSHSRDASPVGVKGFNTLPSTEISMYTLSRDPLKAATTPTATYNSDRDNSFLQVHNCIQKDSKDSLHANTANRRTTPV
Target sequence (P19491 whole entry, looked up): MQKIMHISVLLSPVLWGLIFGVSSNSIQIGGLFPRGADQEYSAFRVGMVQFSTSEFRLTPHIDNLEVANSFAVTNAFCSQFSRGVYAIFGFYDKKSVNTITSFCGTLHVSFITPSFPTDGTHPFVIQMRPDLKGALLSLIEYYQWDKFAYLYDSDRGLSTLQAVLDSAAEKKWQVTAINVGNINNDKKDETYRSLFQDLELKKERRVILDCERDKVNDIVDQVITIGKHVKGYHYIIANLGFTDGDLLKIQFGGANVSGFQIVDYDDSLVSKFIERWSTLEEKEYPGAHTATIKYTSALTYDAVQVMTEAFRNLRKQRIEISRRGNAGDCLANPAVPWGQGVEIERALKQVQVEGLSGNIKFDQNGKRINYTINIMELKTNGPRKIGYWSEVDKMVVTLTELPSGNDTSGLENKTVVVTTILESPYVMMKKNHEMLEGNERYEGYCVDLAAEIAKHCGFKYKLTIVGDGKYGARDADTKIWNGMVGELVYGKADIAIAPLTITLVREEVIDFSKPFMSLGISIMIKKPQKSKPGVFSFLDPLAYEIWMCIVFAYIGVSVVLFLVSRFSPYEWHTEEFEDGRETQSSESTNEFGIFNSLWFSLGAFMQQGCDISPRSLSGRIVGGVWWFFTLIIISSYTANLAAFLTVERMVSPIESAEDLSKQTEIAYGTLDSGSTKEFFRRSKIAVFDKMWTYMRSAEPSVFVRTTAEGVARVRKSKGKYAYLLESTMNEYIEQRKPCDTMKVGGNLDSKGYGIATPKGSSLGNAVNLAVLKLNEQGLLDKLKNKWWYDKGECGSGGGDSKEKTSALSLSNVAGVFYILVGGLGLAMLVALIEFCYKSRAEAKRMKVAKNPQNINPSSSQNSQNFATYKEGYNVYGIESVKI
GluA2 TARP mod agonism max-min: further read-out of GluA2 TARP mod, marked with its call; compound max-min signal; compound-alone response (agonism);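 unitless range of fluorescence divided by baseline over first 100 seconds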
GluA2 TARP mod glutamate slope: second read-out of GluA2 TARP mod, no call of its own (marks repeat the call); glutamate slope, % of max; measured here: glutamate response slope, % max;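 scaled per plate between vehicle wells and maximal 1 mM glutamate control wells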
Starred values were filed as active, the others as inactive; i = inactive; + = active, no number. Not all compounds are listed; count on the stated rates, not on these rows.

The opening 2 compounds, ahead of the listing:
smiles	GluA2 TARP mod	GluA2 TARP mod agonism max-min	GluA2 TARP mod glutamate slope
O=C(NCc1cccc2ccccc12)NCC1CCN(C(=O)COc2ccccc2)CC1	+	0.0731*	81.1*
COc1ccc2sc(N(CCCN3CCOCC3)C(=O)c3ccno3)nc2c1	+	0.205*	43.9*

The whole of this part, from the first entry:
smiles	GluA2 TARP mod	GluA2 TARP mod agonism max-min	GluA2 TARP mod glutamate slope
O=C(NCc1cccc2ccccc12)NCC1CCN(C(=O)COc2ccccc2)CC1	+	0.0731*	81.1*
COc1ccc2sc(N(CCCN3CCOCC3)C(=O)c3ccno3)nc2c1	+	0.205*	43.9*
COc1ccc(CC(=O)Nc2sc3c(c2-c2nc4ccccc4s2)CCN(C(C)C)C3)cc1	i	0.102	31.4
CCN(CC)C(=O)Cn1c(C2CC(=O)N(c3ccccc3C)C2)nc2ccccc21 (centres undefined)	i	0.0748	56.3
COc1ccc(-c2ccc(=O)n(CCNS(=O)(=O)c3ccc(Oc4ccccc4)cc3)n2)cc1	i	0.0727	76.1
CCOc1ccccc1Nc1nnc(Cc2ccc(OC)cc2)c(=O)[nH]1	i	0.0678	67.9
COc1ccc(Cl)cc1NC(=O)CS(=O)(=O)c1cccs1	i	0.067	46.4
CCOC(=O)Cn1c(=O)c2c(nc3n(-c4cc(C)cc(C)c4)c(-c4ccccc4)cn23)n(C)c1=O	i	0.0452	76.1

3 compounds out of the list, ordered by formula weight, highest first.
smiles	GluA2 TARP mod	GluA2 TARP mod agonism max-min	GluA2 TARP mod glutamate slope
COc1ccc(-c2ccc(=O)n(CCNS(=O)(=O)c3ccc(Oc4ccccc4)cc3)n2)cc1	i	0.0727	76.1
CCN(CC)C(=O)Cn1c(C2CC(=O)N(c3ccccc3C)C2)nc2ccccc21 (centres undefined)	i	0.0748	56.3
COc1ccc2sc(N(CCCN3CCOCC3)C(=O)c3ccno3)nc2c1	+	0.205*	43.9*

Further entries follow.
smiles	GluA2 TARP mod	GluA2 TARP mod agonism max-min	GluA2 TARP mod glutamate slope
O=C(Nc1ccc(OC(F)(F)F)cc1)N1CCN(c2ccc3nnc(C4CC4)n3n2)CC1	i	0.105	45.2
Cc1ccc2oc(C(=O)Nc3ccccc3[N+](=O)[O-])c(C)c2c1	i	0.0715	57.3
CCC(=O)NCCc1nc2ccccc2n1Cc1ccc(F)cc1	i	0.0286	51.8
CCC(C)NC(=O)c1c(N)n(CCC2=CCCCC2)c2nc3ccccc3nc12 (centres undefined)	i	0.136	65.1
CCOC(=O)c1sc(NC(=O)CSc2nnc(CSc3nc(N)cc(N)n3)n2C)nc1C	i	0.039	70.5
Cc1csc(COc2ccc(C(=O)N3CCN(c4ccccc4Cl)CC3)cc2)n1	i	0.06	64.4
COc1ccc(CCNC(=O)COc2ccc3c(c2)C(=O)CC3)cc1OC	i	0.129	49.5
Cn1c(=O)c2c(SCC(=O)NC(C)(C)C)ccnc2n(C)c1=O	i	0.0913	48.2

2 successive records from above:
smiles	GluA2 TARP mod	GluA2 TARP mod agonism max-min	GluA2 TARP mod glutamate slope
O=C(Nc1ccc(OC(F)(F)F)cc1)N1CCN(c2ccc3nnc(C4CC4)n3n2)CC1	i	0.105	45.2
Cc1ccc2oc(C(=O)Nc3ccccc3[N+](=O)[O-])c(C)c2c1	i	0.0715	57.3

The list goes on:
smiles	GluA2 TARP mod	GluA2 TARP mod agonism max-min	GluA2 TARP mod glutamate slope
COCCCNC(=O)c1sc2c(cnc3ccc(OC)cc32)c1-c1ccccc1	i	0.143	49.8
CSc1ccccc1NC(=O)Cc1cc(-c2ccc(F)cc2)on1	i	0.0869	57.9
CCNc1nc2c(c(=O)n(C)c(=O)n2C)n1CC(O)COc1ccc(C)c(C)c1 (centres undefined)	i	0.0756	69.8
CN(C)S(=O)(=O)N1CCC(COCc2ccc(Cl)cc2)CC1	+	0.0855*	70.5*
Cc1ccc(S(=O)(=O)N(C)c2ccc(C(=O)NCc3ccccc3)cc2)cc1	i	0.109	63.5
CCCN1CCCc2cc(CCNC(=O)C(=O)NCc3ccccc3Cl)ccc21	i	0.0632	5.2
Cn1c(=O)[nH]c(=O)c2c1nc(N1CCCCC1)n2CC(=O)c1ccccc1	i	0.0552	33.6
CC1(C)N=C(SCC(=O)Nc2ccc(F)cc2F)C(c2ccc(Cl)cc2)=N1	+	0.429*	63.1*

smiles	GluA2 TARP mod	GluA2 TARP mod agonism max-min	GluA2 TARP mod glutamate slope
Cc1cc(C)n(CCNC(=O)/C=C/c2ccccc2)n1	i	0.149	48.9
CCCc1nnsc1C(=O)N1Cc2nn(C(C)(C)C)c(-n3cccc3)c2C1	i	0.071	67.2
COc1ccc(C2C3=C(CC(C)(C)CC3=O)Nc3nc(SC)nc(N)c32)cc1OC (centres undefined)	i	0.0518	77.6
COc1ccccc1CNC(=O)c1ccc2c(=O)nc3c(-c4cccc(C)c4)n[nH]n3c2c1	i	0.104	52.9
CC(=O)NC1C(OCc2ccccc2)OC(CO)C(O)C1OC(C)=O (centres undefined)	i	0.0396	35.2
CC(O)CNC(=O)C(=O)Nc1ccc(Cl)cn1 (centres undefined)	i	0.0901	46.8
CCn1nnc2c(SCC(=O)NC(C)(C)C)ncnc21	i	0.0323	36.0
Cc1cc(C)n(-c2cc(N3CCCC(C(=O)NCc4nc5ccccc5[nH]4)C3)ncn2)n1 (centres undefined)	i	0.0904	57.3

smiles	GluA2 TARP mod	GluA2 TARP mod agonism max-min	GluA2 TARP mod glutamate slope
COc1ccc(S(=O)(=O)N2CCN(Cc3nnnn3-c3ccc(C)cc3)CC2)cc1C	+	0.0554*	82.5*
CCOC(=O)C1CCN(C(=O)c2cc3cc(Br)ccc3oc2=O)CC1	i	0.0644	56.4
O=C(CSc1nc(=O)n(CCO)c2c1CCC2)N1CCCc2ccccc21	i	0.101	62.4
Cc1c(C(=O)N(C)C2CCCCC2)c(C(F)(F)F)nn1C1CCCN(C)C1 (centres undefined)	i	0.0779	48.1
COc1cccc(C(CNC(=O)C(=O)NCc2cccs2)N2CCOCC2)c1 (centres undefined)	i	0.0448	52.7
CSc1ccccc1NC(=O)CCCn1nc(-c2ccc(F)cc2)ccc1=O	i	0.0387	41.6
O=C1C(c2ccccc2)=S=C2C(N3CCOCC3)=Nc3ccccc3N12	i	0.161	56.3
O=C(Nc1nnc(-c2ccc(Br)s2)o1)c1ccco1	i	0.113	56.1

smiles	GluA2 TARP mod	GluA2 TARP mod agonism max-min	GluA2 TARP mod glutamate slope
CC(NC(=O)C(=O)Nc1c(C(N)=O)oc2ccccc12)c1ccccc1 (centres undefined)	i	0.103	52.4
COc1cccc(-c2cc(CC(=O)NCCCN3CCOCC3)no2)c1	+	0.0739*	20.9*
COc1ccc(OCCCC(=O)Nc2cccc(Br)c2)cc1	i	0.0723	85.5
COc1ccc(CCC(=O)N2CCCN(CCn3nc(C)cc3C)CC2)cc1	i	0.123	84.2
COC(=O)c1ccc2c(=O)n(-c3ccc(C(C)C)cc3)c(=S)[nH]c2c1	i	0.0569	75.0
CNc1nn(CC(=O)Nc2c(C)cccc2C)c(N)c1-c1nc(-c2ccc(C)cc2)no1	i	0.134	48.0
CCOC(=O)c1sc(NC(=O)CCCS(=O)(=O)c2ccc(OC)cc2)nc1C	i	0.118	57.7
COc1ccc2cc(Br)ccc2c1COC(C)C	i	0.0663	42.1

smiles	GluA2 TARP mod	GluA2 TARP mod agonism max-min	GluA2 TARP mod glutamate slope
CNC(=O)C(=O)NC	i	0.0871	62.2
COc1ccccc1N(CC(O)CN1CCN(C)CC1)S(=O)(=O)c1ccccc1 (centres undefined)	i	0.0752	48.0
COC(=O)c1ccc(NC(=O)C(=O)NCC2(c3ccccc3)CCOCC2)cc1	i	0.132	52.1
CCOc1ccc(C(=O)Nc2ccc(N3CCCC3=O)c(OC)c2)cc1OCC	i	0.0939	45.5
Cc1cccc(NC(=O)Cc2csc(NC(=O)c3ccc[nH]c3=O)n2)c1C	i	0.0513	33.2
COC(=O)c1sccc1NC(=O)CSc1nc2c(c(=O)[nH]1)CN(Cc1ccccc1)CC2	i	0.0635	66.9
CCCN1CCCc2cc(CCNC(=O)C(=O)Nc3cc(C)cc(C)c3)ccc21	i	0.0767	9.6
COc1ccccc1-c1c(C)nn2c(N3CCN(Cc4ccccc4)CC3)cc(C)nc12	i	0.122	53.0

smiles	GluA2 TARP mod	GluA2 TARP mod agonism max-min	GluA2 TARP mod glutamate slope
Cc1ccc(N2CCN(CC(=O)Nc3ccc(Br)cc3)CC2)c(C)c1	i	0.116	61.1
Cc1c(C(=O)NCC(c2ccco2)N(C)C)cccc1[N+](=O)[O-] (centres undefined)	i	0.097	59.6
Cc1nccn1-c1cc(N2CCN(C(=O)CC(C)C)CC2)ncn1	i	0.105	56.1
Cc1cccc(C(=O)Nc2cc(-c3ccco3)nn2-c2nc(C)cc(=O)[nH]2)c1	i	0.175	77.9
Cc1ccc(C(C)C)c(OCC(O)CNC(C)C)c1 (centres undefined)	i	0.066	45.4
CCOC(=O)c1ccccc1NS(=O)(=O)c1cc2c3c(c1)CCC(=O)N3CCC2	i	0.0575	50.9
Cn1nc(NC(=O)c2ccco2)c2c1NC(=O)CC2c1cccs1 (centres undefined)	i	0.131	65.8
COC(=O)C1=C(CS(=O)(=O)c2ccc(Cl)s2)NC(=O)NC1c1ccc(OC)c(OC)c1 (centres undefined)	i	0.0612	68.3

smiles	GluA2 TARP mod	GluA2 TARP mod agonism max-min	GluA2 TARP mod glutamate slope
COC1CCN(C(=O)c2nc3ccccc3s2)CC1	i	0.0834	48.4
CCS(=O)(=O)c1ccc(CC(=O)Nc2nc3c(s2)COc2ccccc2-3)cc1	i	0.0912	69.9
O=C(Nc1nccs1)c1c[nH]c2c(Cl)cccc2c1=O	i	0.134	53.7
CCOc1ccccc1C(=O)Nc1cc(-c2ccccc2)nn1CCO	i	0.097	54.0
COC(=O)Cc1c(C)c2ccc(OCC(=O)c3ccc(Br)cc3)c(C)c2oc1=O	i	0.0472	50.8
CC1CCCC(C)N1CC(O)COCc1ccc2c(c1)OCO2 (centres undefined)	i	0.0329	56.8
COc1cccc(COc2coc(C(=O)Nc3ccc(C)c(F)c3)cc2=O)c1	i	0.107	55.8
COc1ccc(-c2csc(NC(=O)c3ccc(S(=O)(=O)C(C)C)cc3)n2)cc1C	i	0.104	62.5

smiles	GluA2 TARP mod	GluA2 TARP mod agonism max-min	GluA2 TARP mod glutamate slope
O=S(=O)(NCC1(O)CCCC1)c1ccc(Cl)cc1	i	0.126	51.0
CC(C)n1nccc1-c1nnc(NC(=O)CCS(=O)(=O)c2ccccc2)o1	i	0.0452	37.5
COc1cccc(C(=O)NCC(c2cccc3ccccc23)N2CCCC2)c1 (centres undefined)	i	0.0941	51.9
COc1ccc(Br)cc1S(=O)(=O)Nc1cc(Cl)ccc1O	+	0.205*	38.2*
COc1cc(OC)cc(C(=O)Nc2nnc(CC(C)C)s2)c1	i	0.0596	49.4
COc1ccccc1NC(=O)NCC1CCN(c2ncccn2)CC1	i	0.111	59.7
O=S(=O)(NCC1CCN(Cc2ccco2)CC1)c1cccs1	i	0.0366	58.5
CCOC(=O)c1ccc(NC(=O)Cn2cccc(-c3nc(-c4ccc(C)cc4)no3)c2=O)cc1	i	0.0876	53.2

smiles	GluA2 TARP mod	GluA2 TARP mod agonism max-min	GluA2 TARP mod glutamate slope
CCOCCn1c(-n2nc(C)c(C)c2C)nc2c1c(=O)n(Cc1ccccc1)c(=O)n2C	i	0.0564	60.2
COc1ccc(S(=O)(=O)NCc2ccccc2)cc1N(C)S(=O)(=O)c1ccc(C)cc1	i	0.049	57.9
CCCCOc1ccc(NC(=O)Nc2ccc3c(c2)CCC(=O)N3CC)cc1	i	0.109	55.5
O=S(=O)(Nc1ccc2c(c1)OCCO2)c1ccc(Oc2ccccc2)cc1	i	0.0918	69.4
CCS(=O)(=O)c1ccc(C(=O)Nc2nnc(-c3ccnn3C)o2)cc1	i	0.145	53.8
COc1ccccc1CCNC(=O)CSc1ccc(NC(=O)c2ccccc2)nn1	i	0.104	51.9
CC(C)(C)c1cc(NCCCn2ccnc2)n2ncc(-c3ccccc3)c2n1	i	0.131	46.1
COc1cccc(N2C(=O)N(CC(=O)NCc3ccccc3)c3ccccc3S2(=O)=O)c1	i	0.0632	66.3

smiles	GluA2 TARP mod	GluA2 TARP mod agonism max-min	GluA2 TARP mod glutamate slope
CC(=O)N1CC(C(=O)NCCCN2CCCC2=O)C1	i	0.0746	68.7
O=C(Cn1nc(C(=O)N2CCOCC2)cc1C1CC1)N1CCN(c2ccccc2)CC1	i	0.0687	57.2
CCOC(=O)c1sc(NC(=O)C2CCCN2S(C)(=O)=O)c(C(=O)OCC)c1C (centres undefined)	i	0.123	60.2
COC(=O)c1ccc(C(=O)N(Cc2ccccn2)Cc2ccco2)cc1	i	0.134	56.0
Cn1c(=O)[nH]c(=O)c2c1nc(N1CCOCC1)n2CCc1ccccc1	i	0.117	75.8
O=C(CCc1csc(NC(=O)c2ccc(F)cc2)n1)NCc1nc2ccccc2[nH]1	i	0.0743	54.7
C#CCn1c(=NC(=O)c2ccn(C)n2)sc2cc(CC)ccc21	i	0.0825	62.2
CSc1ncccc1C(=O)N1CCC(CNC(=O)c2ccc(Br)o2)CC1	i	0.0697	50.7

smiles	GluA2 TARP mod	GluA2 TARP mod agonism max-min	GluA2 TARP mod glutamate slope
COc1cccc(OCC(=O)NCC(c2cccs2)N2CCOCC2)c1 (centres undefined)	i	0.0476	54.7
COc1ccc(OC)c(S(=O)(=O)N2CCN(C(=O)c3cnn4ccccc34)CC2)c1	i	0.123	49.9
O=C(Nc1ccc2c(c1)OCO2)N1CCN(Cc2nc(-c3cccs3)cs2)CC1	i	0.128	44.2
COc1ccccc1C(=O)N1CCN(c2ccc(-c3ccc(C)cc3C)nn2)CC1	i	0.0241	45.0
COc1cccc(NC(=O)NC2CCCC(O)C2)c1OC (centres undefined)	i	0.121	87.5
